Source: PubChem BioAssay (several laboratories)
NR5A2 inv ag: NR5A2 inverse agonism in reporter assay; inhibition, % at 3.6 µM; 360,000 tested, 0.13% active; HEK293T StAR-luciferase reporter, LRH-1 transfected, 24 h; O00482;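 active means inhibition above the mean inhibition of all tested compounds plus 3 SD, cut at about 73% in these data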;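 further: 0% = DMSO wells and 100% = reporter-only cells lacking LRH-1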
NOD2-RIPK2 inh: NOD2-RIPK2 protein interaction inhibition; O43353; CHO BLA complementation NOD2-RIPK2, CCF4 ratio; inhibition, % at 4.98 µM; 360,000 tested, 0.38% active; in the data active means inhibition above about 21%;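 further: 0% = vehicle only and 100% = reference blocker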
LMP1 NFkB inh: Epstein-Barr LMP1 NF-kappaB reporter inhibition | LMP1-induced NF-kappaB luciferase reporter cells, luminescence | 350,000 tested, 0.69% active | inhibition, % at 12.5 µM | AID 504558; in the data active means inhibition above about 41%;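 further: 0% = neutral control wells and 100% = reference inhibitor control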
TRAIL sens C8: caspase-8 TRAIL sensitization | 360,000 tested, 1% active | inhibition (viability loss, TRAIL sensitization), % at 10 µM | NB7+C8 cells + TRAIL, ATPlite viability luminescence;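 active means compounds causing at least 50% loss of cell viability in the single-dose screen, relative to plate controls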
TWEAK-Fn14 inh: inhibitors of TWEAK-Fn14 interaction signaling. inhibition, % at 10 µM. TWEAK-stimulated Fn14 reporter cells, luciferase luminescence, 8 h. 360,000 tested, 2% active; in the data active means inhibition above about 50%
SRC2 inh: inhibits human steroid receptor coactivator 2; Q15596; 370,000 tested, 0.17% active; HEK293 GAL4-SRC2 luciferase reporter, luminescence; inhibition, % at 9 µM;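 active means inhibition above the mean inhibition of all tested compounds plus 3 SD, set per campaign, cut at about 52% in these data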;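 further: 0% = DMSO treated cells and 100% = cells given Gossypol at 36 µM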
Target sequence (Q15596 whole entry, looked up, the tested form may be a part): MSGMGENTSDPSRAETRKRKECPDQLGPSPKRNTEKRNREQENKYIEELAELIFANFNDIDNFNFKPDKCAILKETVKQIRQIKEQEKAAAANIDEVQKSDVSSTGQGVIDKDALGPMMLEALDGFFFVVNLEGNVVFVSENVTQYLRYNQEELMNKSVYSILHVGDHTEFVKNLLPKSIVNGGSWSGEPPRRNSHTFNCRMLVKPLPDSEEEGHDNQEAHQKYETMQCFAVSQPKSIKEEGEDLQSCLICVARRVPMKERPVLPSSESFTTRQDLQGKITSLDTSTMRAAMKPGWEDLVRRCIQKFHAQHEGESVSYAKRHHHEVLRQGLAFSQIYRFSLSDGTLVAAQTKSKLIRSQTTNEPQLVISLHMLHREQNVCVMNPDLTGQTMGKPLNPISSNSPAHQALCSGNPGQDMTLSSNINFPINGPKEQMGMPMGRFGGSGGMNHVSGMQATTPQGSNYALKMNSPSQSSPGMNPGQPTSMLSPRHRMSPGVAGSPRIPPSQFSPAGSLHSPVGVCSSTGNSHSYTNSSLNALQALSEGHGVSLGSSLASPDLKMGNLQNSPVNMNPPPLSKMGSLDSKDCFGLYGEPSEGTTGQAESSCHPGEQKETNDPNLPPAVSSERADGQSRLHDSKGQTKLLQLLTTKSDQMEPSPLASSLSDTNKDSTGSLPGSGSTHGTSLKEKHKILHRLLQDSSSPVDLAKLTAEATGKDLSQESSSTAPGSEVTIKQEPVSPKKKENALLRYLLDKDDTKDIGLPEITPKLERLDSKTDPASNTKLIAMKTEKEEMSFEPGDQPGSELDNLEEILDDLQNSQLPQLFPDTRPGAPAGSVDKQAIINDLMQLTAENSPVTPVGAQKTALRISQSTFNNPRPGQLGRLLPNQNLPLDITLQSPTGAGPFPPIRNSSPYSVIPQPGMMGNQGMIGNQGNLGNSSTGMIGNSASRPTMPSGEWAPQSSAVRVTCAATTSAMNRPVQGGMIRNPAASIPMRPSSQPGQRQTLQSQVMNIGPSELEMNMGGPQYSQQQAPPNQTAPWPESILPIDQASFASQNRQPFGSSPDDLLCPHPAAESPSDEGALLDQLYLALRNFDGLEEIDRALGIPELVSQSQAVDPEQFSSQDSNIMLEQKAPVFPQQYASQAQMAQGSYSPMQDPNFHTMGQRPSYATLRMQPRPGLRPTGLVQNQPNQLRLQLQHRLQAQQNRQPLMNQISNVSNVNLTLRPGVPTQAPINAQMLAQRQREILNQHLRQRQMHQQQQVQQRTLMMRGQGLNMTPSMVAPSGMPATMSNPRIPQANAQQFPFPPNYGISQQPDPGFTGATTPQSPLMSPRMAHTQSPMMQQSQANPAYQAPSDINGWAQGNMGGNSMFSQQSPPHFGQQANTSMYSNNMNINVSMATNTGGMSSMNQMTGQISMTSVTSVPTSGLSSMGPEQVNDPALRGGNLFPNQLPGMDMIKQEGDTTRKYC
TROY NFkB inh: blocks TROY-dependent signaling in reporter cells. inhibition, % at 10 µM. 360,000 tested, 0.98% active. AID 1347056. Q293 LMP1-TROYcd NF-kB luciferase reporter, 4 h;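 active means compounds whose plate-normalised and pattern-corrected inhibition of the luciferase reporter signal at the single screening dose is 50% or more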
NCOA1 inh: human NCOA1 inhibition; inhibition, % at 3.6 µM; AID 588354; HEK293 GAL4-SRC1 luciferase reporter, luminescence; 360,000 tested, 0.12% active; Q15788;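 active means inhibition above the campaign mean plus 3 SD, with each screening campaign given its own cutoff, cut at about 60% in these data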;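 further: 0% = DMSO treated cells and 100% = gossypol at 36 µM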
TLR9-MyD88 block: TLR9-MyD88 interaction inhibition; Q9NR96+Q99836; CHO BLA complementation TLR9-MyD88, CCF4 FRET ratio; inhibition, % at 4.98 µM; 340,000 tested, 0.21% active;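 active means inhibition above the mean over all tested compounds plus 3 SD, cut at about 21% in these data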;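 further: 0% = DMSO only wells and 100% = clavulanate BLA inhibitor control wells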
NCOA3 inh: human NCOA3 inhibition | HEK293 GAL4-SRC3 luciferase reporter, luminescence | inhibition, % at 3.6 µM | 360,000 tested, 0.17% active;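 active means inhibition above a per-campaign cutoff, the mean of all compounds plus 3 SD, cut at about 60% in these data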;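 further: 0% = DMSO-treated cells and 100% = gossypol-treated cells at 36 µM; higher means less SRC3-driven luciferase light from the GAL4 reporter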
NR2F2 inh: blocks human COUP-TFII nuclear receptor. HEK293T NGFI-A luciferase reporter, luminescence. AID 686940. inhibition, % at 8.6 µM. 370,000 tested, 0.7% active;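 active means inhibition above a per-plate cutoff, mean inhibition of test wells between control levels plus 3 SD, cut at about 38% in these data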;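 further: cells cotransfected with COUP-TFII expression vector driving the NGFI-A reporter; 0% = median of COUP-TF2 test wells and 100% = reporter-only cells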
* = called active by the depositor; . = no result given.

SMILES | NR5A2 inv ag | NOD2-RIPK2 inh | LMP1 NFkB inh | TRAIL sens C8 | TWEAK-Fn14 inh | SRC2 inh | TROY NFkB inh | NCOA1 inh | TLR9-MyD88 block | NCOA3 inh | NR2F2 inh
CCN(CC)CCN(C(=O)CCOc1ccccc1)c1nc2ccc(F)cc2s1 | -24 | 11 | -7 | -14 | -3 | -13 | -9 | 4 | 0 | 13 | -17
O=[N+]([O-])c1ccc(CN2CCOCCOCCOCC2)cc1 | 5 | -1 | 2 | 3 | -9 | 9 | -20 | -3 | -10 | 12 | -6
C=CCSc1nc2c(c(=O)[nH]c(=O)n2C)n1C/C=C(/C)Cl | 6 | 3 | -1 | -7 | -3 | -18 | 14 | 3 | 2 | -3 | -25
Cc1ccccc1CNC(=O)CCC(=O)N1CCOc2ccccc21 | -1 | -5 | -2 | 12 | 7 | -4 | -10 | -6 | -1 | 7 | 20
CCN(CC)c1ccc(Nc2nc(Cl)ncc2Br)cc1 | 7 | 9 | 4 | 19 | -1 | -11 | 46 | 3 | -6 | 6 | -6
Cc1ccc(NC(=O)C[n+]2ccccc2)cc1[N+](=O)[O-] | 18 | -7 | -5 | 4 | -5 | 4 | 6 | -6 | 4 | 17 | -4
N=c1c[n+](-c2ccc(Cl)cc2)[n-]o1 | 2 | 10 | -4 | -2 | -50 | 0 | 5 | -5 | 7 | -2 | -3
CC(C)CNC(=S)NC1CC2CCCC(C1)N2Cc1cccs1 (centres undefined) | -3 | 1 | 7 | 9 | -13 | 17 | -5 | 2 | 1 | 9 | -8
CC/C(=N\NC(=O)c1c[nH]c2ccccc12)c1cccs1 | -107 | -13 | -20 | 26 | 20 | -20 | -19 | -74 | -11 | -51 | -13
CCOC(=O)CC1=NN(c2ccccc2)C(=O)/C1=C\c1ccc(OC)cc1OC | 20 | -6 | -6 | 4 | -22 | 13 | -13 | 2 | 10 | -1 | -2
Cc1ccc(Oc2nc(-c3cccnc3)nc3ccccc23)c([N+](=O)[O-])n1 | 19 | 1 | 5 | -11 | -8 | -9 | 3 | -34 | 9 | -6 | 8
Cc1ccc(CS(=O)(=O)c2ccccc2-c2nnc(-c3ccc(Cl)cc3)o2)cc1 | 1 | -13 | 5 | 11 | 30 | -4 | 9 | -35 | -3 | 16 | -16
CCOC(=O)C(NC(=O)c1ccccc1F)(Nc1cc(C)on1)C(F)(F)F (centres undefined) | 1 | 3 | 6 | -7 | 2 | -6 | 13 | -6 | 8 | -7 | 1
COc1ccc(S(=O)(=O)N2CCCCCC2)cc1C(=O)OCC(=O)NC1CCS(=O)(=O)C1 (centres undefined) | 23 | 8 | -6 | 0 | 3 | 1 | -15 | -13 | 2 | 9 | -15
O=C(c1ccc2c(c1)OCO2)N(c1ccc(Br)cc1)C1C=CS(=O)(=O)C1 (centres undefined) | 15 | -7 | -1 | 7 | -3 | 11 | -4 | -2 | 7 | -1 | -1
O=C(N[C@@H]1C/C=C\C[C@H](CC(=O)N(CCO)Cc2ccccc2)C(=O)NC[C@@H](c2ccccc2)OC1=O)OCC1c2ccccc2-c2ccccc21 | -16 | -14 | -2 | 8 | 18 | 25 | 1 | -3 | -8 | -3 | -4
CCOc1ccc(N2CC(C(=O)NC3CCSC3=O)CC2=O)cc1 (centres undefined) | 4 | 14 | -4 | 15 | 24 | -1 | 5 | 1 | -3 | 2 | 7
COc1ccccc1-c1noc(-c2ccccc2)n1 | -145 | 6 | 47* | 15 | -11 | -36 | -44 | -88 | -3 | -102 | -37
CCOCC(=O)Nc1nc2ccc(OCC)cc2s1 | -107 | -18 | -11 | 2 | 3 | -45 | -48 | -88 | -1 | -82 | -40
COc1ccc(CCCC(=O)O)c(C)c1 | -12 | -7 | -7 | -4 | 4 | 5 | -2 | -8 | -2 | 8 | 13
COc1ccc(C(=O)COC(=O)c2cc3ccccc3oc2=O)c(OC)c1 | -9 | -13 | 0 | 1 | -29 | -9 | -4 | -35 | -2 | 8 | -12
O=C(NCCCN1CCOCC1)c1ccc2c(c1)N(Cc1cccc(F)c1)C(=O)c1ccccc1S2 | -22 | 0 | 0 | -12 | 7 | -2 | -4 | 14 | -27 | -4 | 15
Cc1cc(C)c(C#N)c(SCC(=O)N2CCCCC2)n1 | 21 | -4 | -6 | 5 | -19 | -12 | -3 | -26 | 0 | 11 | 5
O=C(NCCCN1CCOCC1)C1CCC(=O)N1C1CCCCC1 (centres undefined) | 19 | 5 | -3 | 4 | 15 | -23 | -4 | 11 | 1 | 0 | -8
COc1ccccc1/C=C(/CC(=O)NCc1ccc(F)cc1)c1nc2ccccc2s1 | -21 | -14 | 5 | 11 | 28 | -8 | 3 | -6 | -9 | 14 | 1
Additional results
SMILES | NR5A2 inv ag | NOD2-RIPK2 inh | LMP1 NFkB inh | TRAIL sens C8 | TWEAK-Fn14 inh | SRC2 inh | TROY NFkB inh | NCOA1 inh | TLR9-MyD88 block | NCOA3 inh | NR2F2 inh
COc1ccc(Cl)cc1-c1nc(SCC(=O)N(C)CCC#N)n[nH]1 | 7 | -7 | -8 | -5 | -3 | 13 | -10 | 8 | 1 | 16 | -12
O=C(Nc1ccc(Cl)c(Cl)c1)c1ccc2c(c1)OCO2 | -152 | 13 | -112 | 16 | 23 | -67 | -13 | -84 | 4 | -105 | -27
Cc1ccc(S(=O)(=O)N2CCC(C(=O)NNC(=O)C3CC3)CC2)cc1Cl | -7 | -2 | 1 | 1 | 4 | 20 | 24 | 10 | 1 | -3 | 5
Cc1cccc(Nc2nnc(SCc3cn4ccsc4n3)s2)c1 | -25 | -5 | 2 | 4 | -13 | -15 | -19 | -1 | -3 | 13 | -3
COc1ccc(C2C(C(=O)N3CCN(c4ccccn4)CC3)CCC(=O)N2c2cc(OC)c(OC)c(OC)c2)cc1 (centres undefined) | -10 | -5 | 1 | -7 | 12 | -31 | 10 | -13 | -4 | -10 | 14
Cc1cc(OCCCC(=O)Nc2cc(S(=O)(=O)N3CCOCC3)ccc2N2CCOCC2)ccc1Cl | 16 | 3 | -3 | -8 | -11 | -19 | -2 | -7 | -3 | 10 | 2
Fc1ccccc1COc1ccc2ccccc2c1CNc1nn[nH]n1 | 8 | 6 | -1 | 4 | 10 | -31 | -12 | 3 | 3 | -1 | 8
COc1ccc([C@H]2CC(=O)C[C@@H](CCn3ccnn3)O2)cc1 | -2 | -5 | . | -8 | 3 | -12 | 5 | . | . | . | 1
CN(C)c1ccc(C(=S)N2CCN(c3ccccc3)CC2)cc1 | 7 | 15 | -9 | -2 | 46 | -10 | 33 | -15 | 6 | 6 | 5
O=C(CN1C(=O)NC2(CCCC2)C1=O)Nc1cc(S(=O)(=O)N2CCCCC2)ccc1Cl | 2 | 6 | -4 | -7 | 1 | -15 | 17 | -22 | -5 | 11 | -7
CN(C)S(=O)(=O)c1ccc(Cl)c(NC(=O)CN2CCN(Cc3ccc4c(c3)OCO4)CC2)c1 | 1 | -1 | -2 | -1 | 0 | 9 | 4 | -25 | -14 | 1 | 27
O=C(CN1CCN(c2ncc(C(F)(F)F)cc2Cl)CC1)NCCNc1ncc(C(F)(F)F)cc1Cl | -5 | -6 | 2 | -12 | 76* | -16 | . | -3 | -11 | 11 | 8
CC(=O)NC(CCS(C)(=O)=O)C(=O)Nc1ccc(C)c(F)c1 (centres undefined) | -2 | -11 | -4 | 14 | 3 | -17 | -3 | 2 | 2 | 14 | -2
COc1cc(N=Nc2c(C)n(C)n(-c3ccccc3)c2=O)ccc1N | 0 | 6 | 8 | -4 | -32 | 5 | -2 | -25 | 2 | -7 | 3
Cc1ccc(NC(=O)C(CC(=O)O)C2CCCO2)c(C)c1 (centres undefined) | 5 | -3 | -4 | -16 | 8 | 6 | -3 | 0 | -4 | -7 | 2
O=C(O)c1cc2c(cc1Cl)N1CCCCCC1=NS2(=O)=O | 2 | -12 | 12 | -6 | -9 | -5 | 6 | -33 | 1 | 0 | -11
COc1ccc(-c2ncncc2-c2ccc(Cl)cc2)c(O)c1 | 5 | -6 | 0 | 8 | 19 | 7 | 25 | 20 | 5 | 33 | 16
Cc1ccc(S(=O)(=O)c2nc(S(=O)(=O)c3ccccc3)sc2N2CCN(CCO)CC2)cc1 | -14 | 0 | -10 | -8 | 16 | 2 | -29 | -22 | 2 | 0 | 7
CC(=O)C1=C(O)C(=O)N(Cc2cccnc2)C1c1ccc(C(C)C)cc1 (centres undefined) | -7 | -1 | -8 | -4 | 7 | 5 | 18 | 6 | -18 | 14 | 0
COc1nc(NCCN2CCOCC2)nc(Nc2ccc([N+](=O)[O-])cc2)n1 | 8 | 10 | 9 | 6 | -8 | -17 | -27 | -7 | -9 | -4 | -41
COc1cc(CNCc2cccnc2)ccc1OCc1ccccc1 | -25 | 4 | -13 | 0 | -7 | -32 | -34 | -24 | -10 | -1 | -29

A different layout for 12 compounds above:
molecule	NR5A2 inv ag	NOD2-RIPK2 inh	LMP1 NFkB inh	TRAIL sens C8	TWEAK-Fn14 inh	SRC2 inh	TROY NFkB inh	NCOA1 inh	TLR9-MyD88 block	NCOA3 inh	NR2F2 inh
CCOC(=O)C(NC(=O)c1ccccc1F)(Nc1cc(C)on1)C(F)(F)F (centres undefined)	1	3	6	-7	2	-6	13	-6	8	-7	1
COc1ccc(S(=O)(=O)N2CCCCCC2)cc1C(=O)OCC(=O)NC1CCS(=O)(=O)C1 (centres undefined)	23	8	-6	0	3	1	-15	-13	2	9	-15
O=C(c1ccc2c(c1)OCO2)N(c1ccc(Br)cc1)C1C=CS(=O)(=O)C1 (centres undefined)	15	-7	-1	7	-3	11	-4	-2	7	-1	-1
O=C(N[C@@H]1C/C=C\C[C@H](CC(=O)N(CCO)Cc2ccccc2)C(=O)NC[C@@H](c2ccccc2)OC1=O)OCC1c2ccccc2-c2ccccc21	-16	-14	-2	8	18	25	1	-3	-8	-3	-4
CCOc1ccc(N2CC(C(=O)NC3CCSC3=O)CC2=O)cc1 (centres undefined)	4	14	-4	15	24	-1	5	1	-3	2	7
COc1ccccc1-c1noc(-c2ccccc2)n1	-145	6	47*	15	-11	-36	-44	-88	-3	-102	-37
CCOCC(=O)Nc1nc2ccc(OCC)cc2s1	-107	-18	-11	2	3	-45	-48	-88	-1	-82	-40
COc1ccc(CCCC(=O)O)c(C)c1	-12	-7	-7	-4	4	5	-2	-8	-2	8	13
COc1ccc(C(=O)COC(=O)c2cc3ccccc3oc2=O)c(OC)c1	-9	-13	0	1	-29	-9	-4	-35	-2	8	-12
O=C(NCCCN1CCOCC1)c1ccc2c(c1)N(Cc1cccc(F)c1)C(=O)c1ccccc1S2	-22	0	0	-12	7	-2	-4	14	-27	-4	15
Cc1cc(C)c(C#N)c(SCC(=O)N2CCCCC2)n1	21	-4	-6	5	-19	-12	-3	-26	0	11	5
O=C(NCCCN1CCOCC1)C1CCC(=O)N1C1CCCCC1 (centres undefined)	19	5	-3	4	15	-23	-4	11	1	0	-8

Some of the compounds tested. The share of hits here may be higher or lower than overall.
